KDM5B inh: blocks human KDM5B histone demethylase activity; Q9UGL1; KDM5B demethylase, FDH-coupled NADH fluorescence (FDH is formaldehyde dehydrogenase); Potency, µM (top dose mostly 57.7 µM), without a hit: at the top dose activity change, negative = inhibition, actives largely listed as inhibitors; 220,000 tested, 2.6% active; active = well fitted inhibition curve with a large enough effect; inconclusive = small, poorly fitted or top-dose-only effect; inactive = no such curve, though single readings can be large or run the other way; note: 0% is about no effect; nearly all actives have a fitted effect of over 70% in size
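Here, H3K4me3 peptide (12.5 µM in substrate mix) is demethylated by KDM5BΔAP, 200 nM final, after 10 min compound exposure. Formaldehyde product is coupled through FDH (0.25 U/mL in mix) to NADH fluorescence; 30-min ΔRFU feeds dose-response curves.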
Numbers without * were called inactive; ? = inconclusive; [ ] = dose if it differs, or a comment. Potency is the fitted concentration of half-maximal effect. Not all compounds are listed; count on the stated rates, not on these rows.

SMILES | KDM5B inh
COc1ccc2c(c1)cc(C(=O)NCCC(=O)Nc1ccc3c(c1)OCCO3)n2C | -10%
O=c1c2nc(Nc3ccccc3)ccc2ncn1-c1ccccc1 | 2%[86.2 µM]
CSc1nnc(C(C)(C)C)c(=O)n1/N=C/c1ccccc1 | 18%
CC1CCN(Cc2cc(=O)oc3cc(-c4ccccc4)c(O)cc23)CC1 | 10%
O=C(Cc1ccccc1)Nc1sc2c(c1C(=O)Nc1ccccc1Cl)CCCC2 | -22%
CNc1nc(N)c([N+](=O)[O-])c(Nc2cccc(F)c2)n1 | 22%
CCCOc1ccc(NC(=O)c2ccccc2Cl)c2cccnc12 | 1%
O=C(c1ccc(C(F)(F)F)cc1)N1CCC(N2CCOC2=O)CC1 | -6%[115 µM]
COc1ccc(OC)c(S(=O)(=O)N2CCCC(Cn3c(C)nc4cccnc43)C2)c1 (centres undefined) | -9%
Cn1c(=S)[nH]c2sc3c(c2c1=O)CCC(C(C)(C)C)C3 (centres undefined) | ?
COc1ccc(CCC(=O)N2CCC3(CC2)C(=O)N(C)c2ccccc23)cc1 | -12%
Cc1cccc2c(=O)cc(CSCC(=O)Nc3ccc(Cl)cc3)[nH]c12 | ?
O=C(NCC(c1ccco1)N1CCCCC1)c1nn(Cc2ccccc2)c(=O)c2ccccc12 (centres undefined) | -9%
COc1ncccc1-c1nccc2c(=O)cc(N3CCOCC3)oc12 | 40µM*
CS(=O)(=O)N1C[C@H]2CCN(Cc3cn[nH]c3-c3ccccc3)C[C@H]21 | -28%
O=C(c1ccc(Sc2ccccc2)c([N+](=O)[O-])c1)N1CCOCC1 | 28%
CCNC(=O)c1n[nH]c2c1CN(C(=O)c1ccccc1OC(F)(F)F)CC2 | 0%
NC(=O)c1c(NC(=O)c2noc3c2CCCC3)sc2c1CCCC2 | ?
COc1nc2cc(C)c(C)cc2nc1C(=O)Nc1cccc(Cl)c1 | 10%
Cc1c(-c2ccccc2)oc2c(C(=O)N3CCN(C(=O)c4ccccc4)CC3)cccc2c1=O | -12%
CCCOc1ccc(C(=O)OC(C)C(N)=O)cc1OCC (centres undefined) | -11%
CN1CCCN(C(=O)CCC[C@@H]2[C@H]3CCCN4CCC[C@@H](CN2C)[C@@H]34)CC1 | -19%
O=C1c2c(nc(COc3ccc(Cl)cc3)n2Cc2ccccc2)NCCN1CCOc1ccccc1 | -2%
Cc1ccc(C(=O)O)c(OCC(=O)NCc2ccco2)c1 | 4%
CCC(=O)N1CCc2cc(Br)cc(S(=O)(=O)N3CCCC(C(=O)NCc4ccc(F)cc4)C3)c21 (centres undefined) | -32%

Some of these compounds in order of the KDM5B inh value, highest first:
SMILES | KDM5B inh
CSc1nnc(C(C)(C)C)c(=O)n1/N=C/c1ccccc1 | 18%
COc1nc2cc(C)c(C)cc2nc1C(=O)Nc1cccc(Cl)c1 | 10%
CN1CCCN(C(=O)CCC[C@@H]2[C@H]3CCCN4CCC[C@@H](CN2C)[C@@H]34)CC1 | -19%

(cont.)
SMILES | KDM5B inh
O=C1CO[C@H]2CCN(Cc3ccncc3)CC[C@@H]2N1Cc1c[nH]c2ccccc12 | ?
CC1CCCN(c2cc3c(cc2F)c(=O)c(S(=O)(=O)c2cccc(Cl)c2)cn3Cc2ccccc2)C1 (centres undefined) | -23%
COc1ccccc1NC(=O)C(C)Sc1ncnc2ccccc12 (centres undefined) | 5%
Cn1cncc1-c1nnc([C@H]2CCN(Cc3ccc(Cl)cc3)C2)o1 | -6%[86.2 µM]
Cc1nc(N2CCCC2)cc(N2CCN(C(=O)c3ccccc3C(F)(F)F)CC2)n1 | 2%
Cc1ccc(S(=O)(=O)NC(C)(C)CN2CCNCC2)cc1 | 15%
CCOC(=O)CNC(=O)NCc1cccn1Cc1cc(C)ccc1C | 5%
Cc1c(OC(C(=O)O)c2ccccc2)ccc2c(-c3ccccc3)cc(=O)oc12 (centres undefined) | ?
COc1ccc2oc(=O)c(-c3cn4cccc(C)c4n3)cc2c1 | ?
COc1ccc(-n2nc3ccc(NC(=O)c4ccc(-c5cc(Cl)ccc5Cl)o4)cc3n2)cc1 | ?
COc1cc(CN(C)C(=O)c2c(C)noc2-c2cccc(F)c2)cc(OC)c1OC | 6%
Cc1cc(C(C)(C)C)cc(C)c1S(=O)(=O)N1CCN(Cc2nc3ccccc3c(=O)[nH]2)CC1 | -7%
CC(OC(=O)CCCC(=O)Nc1ccccc1)C(=O)c1ccccc1 (centres undefined) | 21%
Nc1cccc2cccc(S(=O)(=O)O)c12 | ?
O=C(Nc1cccc(-c2nc3ccccc3o2)c1)c1ccc(Br)o1 | -9%
Cc1cc(C)c2c(CC(=O)NNC(=O)c3ccccc3)coc2c1 | -2%
Cc1cc(/C(N)=N/OC(=O)c2ccccc2Cl)no1 | 29%
Cc1ccc(CCNC(=O)CCSCc2ccc(Cl)cc2)cc1 | -17%
CCOc1cc(C#N)c(NC(=O)c2ccc(OC)c(S(=O)(=O)N(CC)CC)c2)cc1OCC | 19%
Cc1ccc(CNS(=O)(=O)c2c(C)nc3sc(C)cn3c2=O)cc1 | ?
Cc1cccc2sc(N(CCCN(C)C)C(=O)c3ccc(Cl)s3)nc12 | ?
CCCSc1oc(-c2ccco2)nc1S(=O)(=O)c1ccc(Br)cc1 | ?
CCOc1ccc(C(=O)N2CC(c3nnc(-c4ccc(C)cc4)o3)C3(CCOCC3)C2)cc1 (centres undefined) | -1%
N#Cc1ccccc1-c1ccc(COC(=O)c2ccco2)cc1 | -12%
COc1ccccc1CCC(=O)N1CCCN(c2cc(-c3ccc(Cl)cc3)[nH]n2)CC1 | ?

The final 7 entries of the part before open the next one.
SMILES | KDM5B inh
CCOc1cc(C#N)c(NC(=O)c2ccc(OC)c(S(=O)(=O)N(CC)CC)c2)cc1OCC | 19%
Cc1ccc(CNS(=O)(=O)c2c(C)nc3sc(C)cn3c2=O)cc1 | ?
Cc1cccc2sc(N(CCCN(C)C)C(=O)c3ccc(Cl)s3)nc12 | ?
CCCSc1oc(-c2ccco2)nc1S(=O)(=O)c1ccc(Br)cc1 | ?
CCOc1ccc(C(=O)N2CC(c3nnc(-c4ccc(C)cc4)o3)C3(CCOCC3)C2)cc1 (centres undefined) | -1%
N#Cc1ccccc1-c1ccc(COC(=O)c2ccco2)cc1 | -12%
COc1ccccc1CCC(=O)N1CCCN(c2cc(-c3ccc(Cl)cc3)[nH]n2)CC1 | ?
CC1(C)N=C(c2ccccc2)C(=O)N1CC(N)=O | 6%
CCn1cc(S(=O)(=O)N2CCC(Cc3nncn3CC)C2)cn1 (centres undefined) | 19%
Cc1cnc(C(=O)N2CCn3c(nnc3[C@@H]3C[C@@H](O)CN3Cc3ccccc3)C2)cn1 | 7%
COc1ccc(C)cc1NC(=O)c1cc(S(=O)(=O)N2CCc3ccccc32)cn1C | 16%
COC(=O)c1c(C)noc1-c1snnc1C | 17%
O=C(c1ccc(C(F)(F)F)cc1)N1CCC2(Cc3ccccc3NC2=O)C1 (centres undefined) | -15%
COc1c(Br)cc([N+](=O)[O-])c(OC)c1C(=O)NC(=O)Nc1cc(Cl)cc(Cl)c1 | 72%[activator]
O=C(Nc1cccc2ccccc12)N1CCCN(c2c(Cl)cncc2Cl)CC1 | -1%
COc1cccc(C(=O)N2CCN(c3cc(C(F)(F)F)ncn3)CC2)c1 | -17%
O=C(NC[C@H]1O[C@@H](CO)[C@@H](O)[C@H]1N1CCCCC1)Nc1ccccc1 | -39%[86.2 µM]
COc1ccc(NS(=O)(=O)c2cc(NC(=O)c3cccc(-n4cccc4)c3)ccc2OC)cc1 | -23%
CC(C)CNc1ncnc2c1CN(C1CCC1)C(=O)CN2C | -20%[149 µM]
COCc1ccc2c(c1)c(OC(C)(C)C(=O)NCC1CCOCC1)nn2Cc1cccnc1 | -14%
O=C1Nc2ccccc2CC12CCCN(CC1CC1)C2 (centres undefined) | 14%[149 µM]
Cc1ccccc1CCNC(=O)C1CCN(S(=O)(=O)c2ccc3c(ccn3C)c2)CC1 | ?
O=C(NC(=S)N1CCCC(C(F)(F)F)C1)c1ccc(F)cc1 (centres undefined) | -10%
CC1=C(c2ccc(Cl)cc2)S(=O)(=O)N=C1N1CCC(C(=O)NCCc2ccco2)CC1 | -25%
COc1ccccc1NC(=O)N(Cc1ccco1)C1CCN(C(C)=O)CC1 | -29%
COc1ccc(OCC(O)Cn2c(N(C)C)nc3c2c(=O)n(C)c(=O)n3C)cc1 (centres undefined) | 10%
O=C(OCc1ccc(F)cc1Cl)c1ccc(C2Nc3ccccc3S(=O)(=O)N2)cc1 (centres undefined) | ?
COc1ccc(-n2cc(-c3ccccc3)c3c(N4CCCC(C)C4)ncnc32)cc1 (centres undefined) | -16%
Cc1ccc(Nc2nc(-c3ccccc3)nc3ccccc23)cc1 | ?
CCN1CCC(N(Cc2ccc3c(c2)OCO3)C(=O)Nc2ccc(Br)c(C)c2)CC1 | -15%
O=C(N/N=C/c1coc2ccccc2c1=O)c1cc(Br)c(O)c(Br)c1 | ?
CC(CNC(C)(C)CO)c1ccccc1 (centres undefined) | 24%

The listing continues.
SMILES,KDM5B inh
Cc1c(Cl)cccc1-n1nnc(C(=O)N(C)c2ccccc2)c1C,-4%
O=C(CSc1nnc(Nc2ccccc2)s1)c1ccc(Cl)s1,16%
O=C1CCN(S(=O)(=O)c2ccccc2)CCCC(C(=O)NC2CCCC2)CCN1 (centres undefined),-18%
CC(=O)C1=C(C)OC(N)=C(C#N)C1c1cccc2ccccc12 (centres undefined),?
CCOc1cccc(CN2CCOc3ccc(C(=O)NCc4ccccc4F)cc3C2)c1,-17%
CCOC(=O)c1ccccc1NC(=O)CSc1cn(CC(=O)N2CCCCC2)c2ccccc12,?
CCc1ccc(CNC(=O)Cn2c(C)cc3nc4n(c(=O)c32)CCCC4)cc1,-21%
COc1ccc(NC(=O)Cn2cnc3c(oc4ccccc43)c2=O)cc1OC,?
CC(=O)N[C@@H]1C=C[C@@H](c2c(C)nn(-c3ccc(C)c(Cl)c3)c2C)C1,-12%[86.2 µM]
O=C(CN1CCCC1=O)N1CCc2ncnc(N3CCOCC3)c2CC1,9%
CN(Cc1ccc2c(c1)OCO2)C(=O)c1cc(-c2ccccc2)c(N2CCOCC2)s1,?
COc1ccc(CCNC(=O)c2ccc3c(c2)N(Cc2ccccc2C)C(=O)c2ccccc2S3)cc1OC,-22%
Cc1nc(-c2cnccn2)n(CC(=O)Nc2cccc(C#N)c2)c(=O)c1C,5%
CCc1cccc(NC(=O)CN(C)S(=O)(=O)c2ccc3[nH]c4c(c3c2)CCCC4)c1,?
CCc1ccc(C2C(C(=O)N3CCCCC3)=C(C)NC3=C2C(=O)CC(C)(C)C3)cc1 (centres undefined),?
Cc1ccccc1OCC(=O)NC1=NCCS1,?
COc1cc(C(CC(=O)Nc2ccc(F)cc2F)N2Cc3ccccc3C2=O)cc(OC)c1OC (centres undefined),0%
CNC(=O)N1CCC(C2CCN(C(=O)Cc3cccs3)C2)CC1 (centres undefined),11%
CCc1cccc(NC(=O)N2CCC3(CC2)CC(=O)N(Cc2ccccc2)C3)c1,23%
CC(C)C(=O)N1CCC(C(NC(=O)c2ccccc2Cl)C(=O)N2CCCCC2)CC1 (centres undefined),-14%
COc1ccccc1CN1CCC[C@H]1c1nc(-c2ccc(F)cn2)no1,-22%[86.2 µM]
Cc1cc(C(=O)N2CCC3(CC(=O)NC3=O)C2)c(-c2ccccc2)o1 (centres undefined),?
CC(C)(C)C(=O)Nc1ccc(C(=O)Nc2ccc(CC(=O)O)cc2)cc1,16%
COc1ccc(CCN2C(=O)c3ccccc3NC2c2cc(Cl)c(O)c(OC)c2)cc1 (centres undefined),?
COc1cccc2c1OCC(CNC(=O)Cn1nc(C)c(C)cc1=O)C2 (centres undefined),-9%
COc1cc2c(cc1OC)C(COc1ccc3c(C)cc(=O)oc3c1)N(C(=O)Cc1ccccc1)CC2 (centres undefined),13%
Cc1ccc2c(c1)cc(C(=O)Nc1ccccc1)n2C,?
CC(Cc1ccccc1)NNC(=O)C(O)(Cc1ccccc1)Cc1ccccc1 (centres undefined),-15%
Cn1nc(C(=O)NCC2COc3ccccc3O2)c2ccccc2c1=O (centres undefined),-20%
COc1ccc(OC)c(CCNC(=O)c2ccc(N3C(=O)CCS3(=O)=O)cc2Cl)c1,2%
C[C@H](O)c1onc(-c2ccc(Cl)cc2)c1C(=O)NC1CCC1,17%[86.2 µM]
Cc1nc(C)c(C(=O)N2CC(c3nnc(-c4ccncc4)o3)C3(CCOCC3)C2)s1 (centres undefined),-9%
Fc1ccccc1-c1nnc(SCc2ccccc2Br)n1C1CC1,-8%
COC1CCC(C(=O)N2CCC3(CC2)OC(=O)N(Cc2ccccc2)C3(C)c2ccccc2)CC1 (centres undefined),13%
CCOc1ccccc1C(=O)NCc1nnc2ccc(-c3ccc(C)cc3)nn12,?
O=C(Oc1ccccc1)N1CCC(Oc2cnc3c(ccn3-c3cncnc3)c2)CC1,-23%[86.2 µM]
FC(F)(F)c1ccncc1-c1nnnn1-c1ccc(Cl)cc1,20%
CCC(C)NC(=O)C1=CC(c2cccs2)=NS(=O)(=O)N1C (centres undefined),?
CC(=O)c1cccc(NC(=O)c2cc3c(n2C)CCN(Cc2cccc(F)c2)C3)c1,-18%
O=C(NCCS(=O)(=O)N1CCN(c2ccccc2F)CC1)c1cccc(Br)c1,10%
